Compound activity as filed in PubChem.
Pf apPOL block = Pf-apPOL DNA polymerase inhibition. Recombinant Pf-apPOL, molecular beacon fluorescence, 1.5 h. inhibition, % at 10 µM. actives 0.25% (n = 210,000). AID 1794808
mHTT-CaM PPI inh = inhibitors of human mutant huntingtin-calmodulin interaction | P42858 | AID 1671202 | inhibition, % at 15 µM | AlphaScreen His-mHTT/GST-CaM binding, luminescence | actives 3.6% (n = 190,000);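 also: 0% = both proteins with DMSO and 100% = one protein alone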
* = called active by the depositor; i = inactive; nt = not tested or not shown; & = joins results of further samples. Rule as the data show it: active = inhibition above about 50%; inactive = the rest. A portion of the library; count on the stated rates, not on these rows.

SMILES	Pf apPOL block	mHTT-CaM PPI inh
CCn1cc2c(c1-c1ccc(OC)cc1)c(=O)n(C)c(=O)n2C	54*	3
O=C(Nc1cccc(NC(=O)c2ccccc2[N+](=O)[O-])c1)c1ccco1	2	4
CCc1cccc(NC(=O)c2cc(C(C)C)n3nccc3n2)c1	-4	-177
CCCCCCCCCCCCN1[C@@H](CC(=O)O)c2cc(C(F)(F)F)ccc2S1(=O)=O	14	-13
Cc1noc(C)c1C1CCCN1C(=O)Cn1nc(C(F)(F)F)c2c1CCCC2 (stereo not given)	-1	-8
Cc1ccc(S(=O)(=O)NC(=O)NC(C)C2CC3CCC2C3)cc1 (stereo not given)	-1	-2
CC(C)c1cc(C2CCCN2C(=O)NCCc2ccccc2)on1 (stereo not given)	-1	-7
CN(CCc1ccccn1)c1ccc([N+](=O)[O-])cn1	-3	-3
CCC(CC)C(=O)Nc1cccc(I)c1	-7	-20
COc1ccc(NC(=O)c2cc3c(CO)cnc(C)c3oc2=Nc2ccc(C)c(F)c2)c(OC)c1	-4	7
c1cc2c(cc1-n1cnnn1)OCO2	nt	-3
C=CCNCCOc1ccc(C)cc1Br	-6	-8
CC(c1cccs1)N(Cc1ccco1)C(=O)Nc1ccc(Cl)c(Cl)c1 (stereo not given)	-17	24
O=[N+]([O-])c1cc([N+](=O)[O-])c2cc(-c3ccc(F)cc3)oc2c1	-1	9
CC(=O)N1CCc2ccccc2C1C(=O)NCc1cccs1 (stereo not given)	-3	10

The closing five entries of the section before are carried over, then new ones follow.
SMILES	Pf apPOL block	mHTT-CaM PPI inh
c1cc2c(cc1-n1cnnn1)OCO2	nt	-3
C=CCNCCOc1ccc(C)cc1Br	-6	-8
CC(c1cccs1)N(Cc1ccco1)C(=O)Nc1ccc(Cl)c(Cl)c1 (stereo not given)	-17	24
O=[N+]([O-])c1cc([N+](=O)[O-])c2cc(-c3ccc(F)cc3)oc2c1	-1	9
CC(=O)N1CCc2ccccc2C1C(=O)NCc1cccs1 (stereo not given)	-3	10
Cc1ccc2[nH]cc(CCN3CC(C(=O)NCCC(C)C)CC3=O)c2c1 (stereo not given)	0	12
O=C(c1ccc2cc[nH]c2c1)N1CCc2nc3cc[nH]n3c(=O)c2C1	-3	10
COc1ccccc1CNC(=O)C1CCN(Cc2cn(C)c3ccc(Cl)cc23)CC1	-3	9
O=C1CC(c2ccccc2)CC2=C1C(c1cccs1)Nc1ccc3ncccc3c12 (stereo not given)	4	-5
Cc1sc(-c2nc(C(C)C)cs2)cc1S(=O)(=O)N1CCCCCC1	2	-25
Cc1cc(C(=O)NN)c2cc(Br)ccc2n1	1	2
Cn1c(-c2ccccn2)nn(CCNC(=O)c2ccccc2C(F)(F)F)c1=O	-6	-5
CCc1ccc(OCCCCN2CCCC2)cc1	-3	-11
CN(C)c1ccc(NC(=O)CCc2ccccc2)cc1	-1	17
O=C(C1CCCN(c2nn3c(=O)c4c(nc3s2)CCCC4)C1)N1CCOCC1 (stereo not given)	7	-7
COc1cc(NC(=O)N2CCCC2c2c(C)noc2C)cc(OC)c1 (stereo not given)	-6	-6
CCC(=O)N1CCc2cc(N3CC(C(=O)NCc4ccccc4Cl)CC3=O)ccc21 (stereo not given)	-3	-3
CCOc1ccc(OCC)c(NS(=O)(=O)c2ccc3c(c2)CCN3C(=O)C2CC2)c1	-4	8
O=C(NC1CCN(c2nnc3ccc(C(F)(F)F)cn23)CC1)c1cccs1	1	2
CCn1c(=O)c2c(ncn2Cc2ccccc2C)n(-c2ccc(C)cc2)c1=O	-3	2

13 entries from above, sorted by heavy-atom count, descending.
SMILES	Pf apPOL block	mHTT-CaM PPI inh
COc1ccc(NC(=O)c2cc3c(CO)cnc(C)c3oc2=Nc2ccc(C)c(F)c2)c(OC)c1	-4	7
COc1ccccc1CNC(=O)C1CCN(Cc2cn(C)c3ccc(Cl)cc23)CC1	-3	9
CCn1c(=O)c2c(ncn2Cc2ccccc2C)n(-c2ccc(C)cc2)c1=O	-3	2
O=C(NC1CCN(c2nnc3ccc(C(F)(F)F)cn23)CC1)c1cccs1	1	2
Cc1ccc2[nH]cc(CCN3CC(C(=O)NCCC(C)C)CC3=O)c2c1 (stereo not given)	0	12
CC(c1cccs1)N(Cc1ccco1)C(=O)Nc1ccc(Cl)c(Cl)c1 (stereo not given)	-17	24
Cc1sc(-c2nc(C(C)C)cs2)cc1S(=O)(=O)N1CCCCCC1	2	-25
O=[N+]([O-])c1cc([N+](=O)[O-])c2cc(-c3ccc(F)cc3)oc2c1	-1	9
CN(C)c1ccc(NC(=O)CCc2ccccc2)cc1	-1	17
CCc1ccc(OCCCCN2CCCC2)cc1	-3	-11
Cc1cc(C(=O)NN)c2cc(Br)ccc2n1	1	2
C=CCNCCOc1ccc(C)cc1Br	-6	-8
c1cc2c(cc1-n1cnnn1)OCO2	nt	-3

The list goes on:
SMILES	Pf apPOL block	mHTT-CaM PPI inh
COc1ccc(C(=O)NCc2nc(-c3ccc(Br)cc3)no2)cc1	-7	2
CCCCn1cnc2sc3c(c2c1=O)CCC3	-5	1
CCN(CC)S(=O)(=O)c1cc(Br)c(C)cc1C	-6	-18
COC(=O)CSc1sc2c(=O)[nH]c(=O)[nH]c2c1C#N	nt	-4
NC(=O)c1cccc(NC(=O)CCC(=O)O)c1	-8	2
CC(=O)Nc1cccc2c(C(=O)NC3CCCC3)ccnc12	0	-1
O=C(Nc1ccc(O)c(-c2nc3ccccc3s2)c1)c1ccco1	-1	11
O=C1CC(c2ccccc2)CC2=C1C(c1ccc(Cl)cc1)Nc1ccccc1N2 (stereo not given)	10	45
Cc1nnc(-c2cc(C)n(CC(=O)Nc3cccc(C)c3C)c2C)o1	3	-1
O=C(O)c1n[nH]c2c1CCCC2	-2	-2
C=CCNC(=O)N1CCC(c2nc(C)ccc2C(=O)N2CCCC2)CC1	-2	0
O=C(O)CN=C(NS(=O)(=O)c1ccc(Cl)cc1)c1ccccc1	-11	-3
CC(=O)n1ccc(-c2ccc(C#Cc3ccccc3)cc2)n1	8	nt
O=C(O)c1ccccc1C(=O)n1cnc2ccccc21	0	-2
Oc1c(Br)cc(Br)cc1C=Nc1ccc(F)cc1	nt	5
Cc1ccc(C2=N/C(=C\c3ccc(I)cc3)C(=O)O2)cc1[N+](=O)[O-]	-5	21
COc1ccc(S(=O)(=O)Nc2nc3ccccc3s2)cc1[N+](=O)[O-]	0	1
O=C(CN1C(=O)c2ccccc2S1(=O)=O)NCCc1c[nH]c2ccccc12	7	0
CC1CCCN(C(=O)c2ccc3ncnc(N4CCCC4)c3c2)C1 (stereo not given)	-1	3
CC(NC(=O)c1cc2n(n1)CCCN(Cc1ccccc1)C2=O)c1ccccc1 (stereo not given)	-5	-6
COCCn1c(C)cc(C(=O)CSc2nnc3cc(C)c4ccccc4n23)c1C	1	34
N#CC(=Cc1sccc1Oc1ccccc1)C(=O)C1CC1	-4	nt
Cc1ccc(CNC(=O)C2CCCN(c3cn[nH]c(=O)c3)C2)cc1C (stereo not given)	-2	4
COc1cccc(C(=O)N2CCN(c3ccc(C)c(C)c3)C(=O)C2C)c1 (stereo not given)	-5	-4
CCNC(=O)C1CCN(c2nc3ccc(-c4ccccc4F)nc3s2)CC1	2	-1
O=C(Nc1ncn[nH]1)c1cc([N+](=O)[O-])ccc1Cl	-4	-2
Cc1ccc(OCCCN2CCN(C)CC2)c([N+](=O)[O-])c1	-16	2
CN(C)c1ccc(C(O)Cc2nc3ccccc3n2C)cc1 (stereo not given)	0	-5
Cc1noc(C)c1S(=O)(=O)N1CCC(CC(=O)N2CCN(S(C)(=O)=O)CC2)CC1	-2	6
COc1ccccc1Nc1ncc2c(n1)CCN(Cc1ccc3c(c1)OCCO3)C2	-4	-9
Oc1c(F)cccc1C=Nc1ccc(F)c(Cl)c1	2	5
Fc1ccccc1C=Nc1ccc(Cl)cc1Cl	-6	0
Cn1ccc2c(-c3ccc4c(c3)OCCO4)cc3c(c21)C1CCC3C1 (stereo not given)	-4	30
CCOc1ccc(CNC(=O)c2ccc(-n3nc(C)cc3C)nc2)cc1	-1	-12
O=C(O)C1Cc2c([nH]c3ccccc23)C(c2ccc(Cl)c(Cl)c2)N1 (stereo not given)	-1	4
Cc1ccc(S(=O)(=O)N2CCC(c3nc(CNC(=O)C4CC4)cs3)CC2)c(C)c1	-6	16
CCCCN(CC)C(=O)c1c[nH]c2ccc(S(=O)(=O)N(C)c3ccc(F)cc3)cc2c1=O	-10	11
Cc1ccc(CNC(=O)C2(C)CCCN(S(=O)(=O)c3cc(C)c(C)cc3C)C2)cc1 (stereo not given)	-1	52*
Oc1ccc(C2=Nn3c(nnc3-c3ccccc3Cl)SC2)cc1O	-4	15
Cc1ccc(CN(Cc2ccc3c(c2)OCO3)C(=O)c2cccc(Cl)c2)o1	-2	32
CC(=O)N1CCc2cc(Br)cc(S(=O)(=O)Nc3cccc(C(F)(F)F)c3)c21	2	9
Cc1sc(NC(=O)c2ccco2)c(C(c2cccnc2)N2CCN(CCO)CC2)c1C (stereo not given)	-7	9
Cc1cccc(C)c1NC(=O)C(C)N1CCCCC1 (stereo not given)	-4&6	nt
O=C(CCCN1C(=O)c2cccnc2C1=O)N1CCN(c2ccccc2F)CC1	-23	11
NS(=O)(=O)c1ccc(CNC(=O)NC2(c3ccccc3)CC2)cc1	-3	1
CC(C)CNC(=O)COc1ccccc1Br	-1	-6
O=C(NCc1csc(C2CCN(C(=O)c3cc(F)ccc3F)CC2)n1)C1CC1	0	1
COc1cccc(N2CCN(C(=O)c3ccc(-c4ccsc4)nc3)CC2)c1	1	11
CCOc1ccccc1C(=O)Nc1ccc([N+](=O)[O-])cc1OC	1	0
CC(C)NC(=O)c1ccc(OCC2CCCN2C(=O)c2ccc(F)cc2)cc1 (stereo not given)	-2	-3
Cc1nc(C2CCN(Cc3ccccn3)CC2)n[nH]1	-9	99*
CCn1ccc2oc(C)c(C(=O)N3CCC(C)CC3)c2c1=O	0	-10
CC1=C(C(=O)Nc2cccc(C(F)(F)F)c2)C(c2cccc([N+](=O)[O-])c2)C2=C(CCCC2=O)N1 (stereo not given)	-7	52*
CC(C)CC(=O)N1CCc2c(c(C(=O)NCc3ccccc3)nn2C)C1	-7	18
CC(=O)n1c(C=Nc2ccccc2)c(O)c2ccccc21	-4	9
CCOC(CN1CCCCC1)OCC	nt	0
Cc1cccc(-n2nnc(C(=O)Nc3ccccc3)c2N)c1	-5	2
CN(C(=O)NC1(C(F)(F)F)Oc2ccccc2O1)c1ccccc1	0	-3
Cn1c(N2CCCC(C(=O)NCc3ccco3)C2)cc(=O)n(C)c1=O (stereo not given)	4	-2
CC12C=CC(O1)C1C(=O)N(c3ccc(N4CCOCC4)cc3)C(=O)C12 (stereo not given)	0	-12
New compounds follow:
SMILES	Pf apPOL block	mHTT-CaM PPI inh
Cc1ccc(C(=O)CSc2nnc(C)s2)c(C)c1	5	-8
CC(C)C(=O)N1CCN(c2nc3c(s2)CC(C(=O)NCc2ccccc2)CC3)CC1 (stereo not given)	-2	-3
Cc1ccsc1/C=N/n1c(-c2ccco2)n[nH]c1=S	nt	i
Cc1cc(N2CCN(c3ccccc3)CC2)nc(N2CCOCC2)n1	-3	4
CC1(C)CC(=O)C(C(=N)NC(=O)c2ccccc2)=C(O)C1	1	1
COc1ccccc1OCC(O)CNC1CCCC1 (stereo not given)	-8	-2
O=C(NCc1ccc(N2CCCCC2)cc1)c1cn2c(n1)CSCC2	0	33
O=C1NCCCn2cc(S(=O)(=O)NCc3cccc(C(F)(F)F)c3)cc21	3	-6
O=S1(=O)c2cccc3cccc(c23)N1Cc1cccc(F)c1	nt	-24
COc1ccccc1CCNC(=O)C1CN(C(=O)c2c[nH]c3ccccc23)C1	-4	5
O=S(=O)(c1ccc2nc(-c3ccccc3)[nH]c2c1)N1CCCCCC1	-4	3
COc1cc(S(=O)(=O)N2CCN(c3ccccc3OC)CC2)c(C)cc1C	1	46
COc1ccc2nc3oc(C(=O)NCc4cc(Br)ccc4OC)cc3cc2c1	-7	1
Cc1ccc2c(c1)N(c1cccc(C(F)(F)F)c1)C=C(C#N)S2(=O)=O	0	-4
COc1ccccc1NC(=O)c1ccc(-c2ccsc2)nc1	34	-3
CC1(C(=O)NCc2ccccc2)CCCN(S(=O)(=O)c2ccc(F)c(Cl)c2)C1 (stereo not given)	0	66*
COc1ccc(/C=C/c2nc3ccccc3c(=O)n2Cc2ccccc2)cc1	-12	-25
CC(=O)Oc1cc2c(C(=O)NCC3CCCO3)c(C)oc2c2ccccc12 (stereo not given)	-6	2
CC1=C(C(N)=O)C(c2ccccc2)n2nc(SCc3ccccc3Cl)nc2N1 (stereo not given)	-4	-1
Cc1ccc(-n2nc3c(c2NC(=O)COc2ccccc2)CSC3)c(C)c1	1	-4
CCc1cccc(CC)c1N(COC)C(=O)Cn1nnc2ccccc21	-1	-4
O=C(Nc1ccccc1)N1CCCC1	-1	-6
COc1ccc(C=Nc2ccc(C)cc2C)cc1O	8	7
Cc1ccc(C)c(C(=O)N2CCC(c3noc(N)c3C(C)C)CC2)c1	-1	-2
COc1ccc(C(=O)N2CCc3c(c(-c4nc(C5CC5)no4)nn3C)C2)cc1	-4	-13
Cc1ccc(-c2nc(NC(=O)c3cc(C(C)(C)C)nn3Cc3ccccc3)sc2C)cc1Cl	-2	nt
CC(=O)c1cccc(NC(=O)c2csc3c2CCCC3)c1	-3	3
Cc1ccc(C23OC(=O)C(C)(C)C2OC(=O)C3(C)C)cc1 (stereo not given)	0	-10
C=CCNC(=O)c1c[nH]c2ccc(S(=O)(=O)N(C)c3ccc(F)cc3)cc2c1=O	-12	27
O=C(NCCc1ccc(Cl)cc1)c1csc2c1CCCCC2	-1	-9
Nc1ccccc1Nc1c(N)c(=O)oc2ccccc12	1	32
Cc1ccc(NC(=O)c2cc([N+](=O)[O-])ccc2NCC2CCCO2)cc1 (stereo not given)	-1	4
COc1ccccc1CNS(=O)(=O)c1ccc(F)c(C(=O)Nc2ccc(F)c(F)c2)c1	1	-1
c1cc(OCC2CO2)ccc1OCC1CO1 (stereo not given)	2	-8
COc1cc([N+](=O)[O-])cc2cc(C(=O)NC3CCCCCC3)c(=O)oc12	-12	-5
